Lamin A splicing: LMNA splicing modulation; HeLa LMNA splicing GFP/RFP minigene ratio, 48 h; AID 1487; 200,000 tested, 0.01% active; Potency, µM (doses to about 46.1 µM), inactives show at the top dose ratio change, negative = inhibition, actives largely listed as inhibitors; active = well fitted inhibition curve with a large enough effect in the signal ratio, with a control signal flat, not every such curve was filed as active; inconclusive = small, poorly fitted or top-dose-only effect, or effect the other way, or a change in a side signal; the % refers to the signal ratio; note: potency is the fitted concentration of half-maximal effect; % is set by controls: 0 for no effect and ±100 for the full control effect
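Read-out is the ratio of GFP to DsRed2 object intensity, acquired by 488 nm laser-scanning cytometry on HeLa lamin A-EGFP minigene reporter cells. Compound incubation 48 hrs at 37 °C in Opti-MEM with 2% FBS; DMSO 0.5% final.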
HttQ103 aggreg: mutant huntingtin aggregation inhibition; AID 1688; Potency, µM (doses to about 46.1 µM), for inactives: top-dose activity change, negative = inhibition, actives largely listed as inhibitors; 220,000 tested, 1.1% active; PC12 HttQ103-GFP aggregates, Acumen cytometry, 40 h; note: potency is the fitted concentration of half-maximal effect; % is set by controls: 0 for no effect and ±100 for the full control effect; nearly all actives have a fitted effect of over 60% in size
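Compounds (qHTS titration) were added to PC12 cells expressing an ecdysone-driven HTT exon 1 Q103–GFP fusion after induction with 100 nM tebufenozide. Aggregate formation was measured as GFP objects in cell lysates.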
HTT cytoprotect: protects HTT-Q103 PC12 cells, measured by ATP | PC12 HTT-Q103 induced, cytoprotection, ATP luminescence, 40 h | Potency, µM (highest dose often 56.4 µM), for inactives: cytoprotection (ATP increase), usual class: activators | 230,000 tested, 0.14% active;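 note: potency is the fitted concentration of half-maximal effect; % of control where 0% means no effect; nearly all actives have a fitted effect of over 45% in size; toxic huntingtin expression switched on by the ecdysone agonist tebufenozide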
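Quantitative HTS on tebufenozide-induced (100 nM) PC12 cells expressing HTTQ103 exon 1–GFP; compounds tested as a concentration series; survival measured via cellular ATP.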
GAA spleen mod: inhibitors or activators of human alpha-glucosidase in spleen homogenate; P10253; human spleen homogenate, 4-MU-alpha-glucoside fluorescence; Potency, µM (highest dose often 79.9 µM), inactives show top-dose activity change, negative = inhibition, hits mostly inhibitors; 240,000 tested, 0.006% active;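 note: potency is the fitted concentration of half-maximal effect; 0% = enzyme with vehicle and -100% = no enzyme basal signal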
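Human spleen homogenate (1 ug) incubated with compounds and 1 mM 4-methylumbelliferyl-alpha-D-glucopyranoside in pH 5.0 citrate/phosphate buffer, 37 C, 40 min. Stopped at pH 10; 4-MU fluorescence (Ex 365/Em 440 nm); AC50 by Hill fit.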
GAA glycogen: GAA glycogen-cleavage inhibition or activation | Potency, µM (titrated, usually from 76.4 µM), for inactives: at the highest dose activity change, negative = inhibition, most hits filed as inhibitors | P10253 | recombinant GAA, glycogen substrate, Amplex Red glucose oxidase fluorescence | 300,000 tested, 0.38% active | AID 2100;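 note: potency is the fitted concentration of half-maximal effect; 0% = full enzyme reaction and -100% = no-enzyme basal signal; the screen sought inhibitors and activators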
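Recombinant enzyme (4 nM final) with compounds titrated up to 77 uM and bovine liver glycogen (30 ug) in citrate pH 5.0, 0.01% Tween-20, 37 C 40 min. Released glucose detected by Amplex Red/glucose oxidase (Ex 573/Em 610); AC50 from Hill fits.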
GAA inh: inhibitors of human lysosomal alpha-glucosidase; Potency, µM (series often up to 76.9 µM), for the others: at the highest dose activity change, negative = inhibition, actives largely listed as inhibitors; purified human GAA, 4-MU-alpha-glucoside fluorescence; 200,000 tested, 0.005% active; P10253;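 note: potency is the fitted concentration of half-maximal effect; plate controls were uninhibited enzyme wells for no effect and no-enzyme background for full effect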
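Activity normalized between no-enzyme (basal) and enzyme-only wells. Conditions: 4 nM human enzyme, 400 uM fluorogenic substrate, citrate/phosphate pH 5.0 with Tween-20, 20 min room temperature, compounds up to 77 uM.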
CBFb RUNX1 block: inhibitors of human CBF-beta and RUNX1 interaction; Q01196+Q13951; AlphaScreen CBFb-His/RUNX1-biotin binding, biochemical; Potency, µM (top dose mostly 59.8 µM), inactives show at the top dose activity, negative = inhibition, hits mostly inhibitors; 230,000 tested, under 10 active; note: % of control where 0% means no effect
Target sequence (Q01196 whole entry, looked up): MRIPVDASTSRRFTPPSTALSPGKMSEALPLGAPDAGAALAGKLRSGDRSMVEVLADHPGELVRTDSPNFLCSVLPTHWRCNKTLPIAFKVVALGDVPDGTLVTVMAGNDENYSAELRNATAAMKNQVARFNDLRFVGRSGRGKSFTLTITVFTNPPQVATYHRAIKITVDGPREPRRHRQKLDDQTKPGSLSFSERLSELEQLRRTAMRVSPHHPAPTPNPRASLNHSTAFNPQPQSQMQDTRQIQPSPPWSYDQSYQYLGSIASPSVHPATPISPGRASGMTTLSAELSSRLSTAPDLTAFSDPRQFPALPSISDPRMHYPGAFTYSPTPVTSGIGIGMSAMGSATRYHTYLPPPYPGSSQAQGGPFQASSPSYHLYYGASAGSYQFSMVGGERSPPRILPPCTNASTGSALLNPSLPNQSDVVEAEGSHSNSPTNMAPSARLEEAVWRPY
Target sequence (Q13951 whole entry, looked up): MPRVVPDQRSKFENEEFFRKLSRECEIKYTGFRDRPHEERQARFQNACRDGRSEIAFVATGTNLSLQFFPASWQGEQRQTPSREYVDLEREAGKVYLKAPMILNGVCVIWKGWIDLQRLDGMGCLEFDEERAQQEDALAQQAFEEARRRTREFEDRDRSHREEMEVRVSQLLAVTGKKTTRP
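Room-temperature protein-protein interaction test with 30 nM each of His-tagged CBF-beta and biotinylated RUNX1, 15 min with compound, then 90 min with nickel plus streptavidin beads. Signal read in AlphaScreen mode.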
* = called active by the depositor; ? = inconclusive; nt = not tested or not shown; & = joins results of further samples; [ ] = remark or other dose. Unless noted, calls come from the whole dose curve; as a rule, active = well fitted curve in the direction sought with a large enough effect; inconclusive = small, poorly fitted or top-dose-only effect, or another doubt; inactive = no such curve, though single readings can be large; an effect the other way counts as inactive or inconclusive. Outcome played no part in choosing rows; any-hit rate near 1.5%.

Second line of a record – CBFb RUNX1 block | HttQ103 aggreg | GAA glycogen | Lamin A splicing | GAA inh | GAA spleen mod | HTT cytoprotect
CCc1ccc(-c2cn3nc(-c4ccccc4)cnc3n2)cc1
  10% | 15%[9.22 µM] | 4% | nt | nt | 1% | 1%[10 µM]
COc1ccc(S(=O)(=O)Nc2ccc(S(=O)(=O)Nc3ccc(F)cc3)cc2)cc1C
  -5% | -24% | -12% | ? | -2% | 0% | 4%[10 µM]
c1ccc(Cn2nnnc2C(c2ccccc2)N2CCN(c3nc4ccccc4s3)CC2)cc1 (centres undefined)
  12% | 1% | 3% | 5% | -4% | 3% | 9%[10 µM]
Cc1c(C(c2ccc(N(C)C)cc2)c2c(C)n(C)n(-c3ccccc3)c2=O)c(=O)n(-c2ccccc2)n1C
  -10% | -4% | ? | nt | -4% | -3% | -31%[inhibitor]
CCOC(=O)N1CCN(C(=O)CCc2ccc(S(=O)(=O)NCCc3ccccc3)cc2)CC1
  0% | -15% | 5% | ? | -9% | -8% | -69%[inhibitor]
CCOC(=O)c1c(-c2ccc(C)o2)csc1NC(=O)CN1CCCCC1
  11% | 8% | -22% | -5%[46 µM] | -12% | -17% | -8%[10 µM]
O=C(CN1C(=O)c2ccccc2S1(=O)=O)NCc1ccccn1
  6% | -16% | 2% | 8% | 2% | -7% | 24%
CCOC(=O)c1c(N)sc2c1CCS(=O)(=O)C2
  0% | 1% | -29% | 8% | 1% | -2% | -1%
COc1ccc(-c2csc(Cc3nnc(N4CCOCC4)n3-c3ccccc3)n2)cc1
  3% | -29% | -3% | ? | -1% | -1% | -14%
O=C(N1CCOCC1)N1CCN(c2ccccc2F)CC1
  0% | 10% | 11% | 6% | -7% | 2% | 6%
CC(C)(C)NC(=O)/C=N/O
  -8% | -2% | -9% | -5% | -10% | 1% | 3%[10 µM]
COc1ccc(C(=O)NC(=S)Nc2ccc3oc(=O)ccc3c2)cc1OC
  12% | 4% | 3% | 3% | 3% | 1% | 4%[10 µM]
COc1ccccc1NS(=O)(=O)c1cc(NC(=S)NCC2CCCO2)ccc1C (centres undefined)
  -7% | 0% | 3% | -11%[46 µM] | -2% | -2% | 0%[10 µM]
Cc1nn(C)c(Oc2ccccc2)c1CCNC(=O)CC(C)C
  -1% | -14%[9.22 µM] | -13% | nt | 2% | -2% | -45%[inhibitor]
O=C(COc1ccc(Br)cc1)N1CCC(c2ccccc2)C1 (centres undefined)
  ? | ? | 15% | 2% | ? | -17% | -68%[inhibitor]

Just GAA inh and GAA glycogen, for some of the entries so far:
SMILES	GAA inh	GAA glycogen
CCOC(=O)c1c(N)sc2c1CCS(=O)(=O)C2	1%	-29%
O=C(COc1ccc(Br)cc1)N1CCC(c2ccccc2)C1 (centres undefined)	?	15%
Cc1c(C(c2ccc(N(C)C)cc2)c2c(C)n(C)n(-c3ccccc3)c2=O)c(=O)n(-c2ccccc2)n1C	-4%	?

Going on with the list.
Second line of a record – CBFb RUNX1 block | HttQ103 aggreg | GAA glycogen | Lamin A splicing | GAA inh | GAA spleen mod | HTT cytoprotect
O=C1NCCCC1C(=O)N/N=C/c1cccc([N+](=O)[O-])c1 (centres undefined)
  -1% | 16%[9.22 µM] | 6% | nt | -5% | 0% | 14%[10 µM]
COc1ccccc1N1CCN(C(=O)CN2C(=O)c3cccc4cccc(c34)C2=O)CC1
  4% | -2% | -4% | nt | 3% | 7% | -15%
C=C(C)COc1ccc(-c2nc(N)ncc2-c2ccccc2OC)c(O)c1
  -15% | 12%[9.22 µM] | -5% | nt | -9% | 4% | 40%[10 µM]
Cc1nn(-c2nc3ccccc3s2)c(N)c1Sc1ccc(F)cc1
  0% | 15% | 5% | 6% | 1% | -5% | -16%
O=c1cc(CSc2nnnn2-c2ccccc2)nc2nc[nH]n12
  -1% | -7% | 3% | 13% | ? | -7% | -5%[10 µM]
CCC/C=C(\CCC)C(NC(=O)c1ccco1)c1ccc(C(=O)OC)cc1 (centres undefined)
  15% | nt | nt | nt | nt | 14% | -7%
NNC(=O)c1cn2ccccc2n1
  -17% | -9% | nt | 10% | 1% | -5% | -15%
COc1ccc(-n2c(=O)c(NC(=O)c3ccccc3)c3n(c2=S)CCCCC3)cc1
  2% | 3% | 2% | -8%[46 µM] | -1% | -13% | -6%
Cc1onc(-c2ccccc2Cl)c1C(=O)Nc1ccccc1
  19% | -10% | 5% | ? | 1% | 0% | 0%[1.9 µM]
c1ccc(-c2cnc(-c3ccccc3)nc2)cc1
  3% | 21% | 3% | -4% | -2% | -11% | -28%
O=C1NCCCC1C(=O)N/N=C/c1cccc(Cl)c1 (centres undefined)
  9% | 4%[9.22 µM] | 9% | nt | -6% | 1% | 5%[10 µM]
CCOc1c(Cl)cc(CNc2ccc(N3CCCC3)cc2)cc1OC
  -29% | -14% | -3% | -17%[46 µM] | 1% | -2% | 8%[10 µM]
Cc1ccc(-c2nn(-c3ccccc3)cc2C(=O)Nc2ccc(C)c(S(=O)(=O)N3CCOCC3)c2)cc1
  -8% | 15% | 1% | -15% | -8% | 1% | -17%[1.9 µM]
COc1ccc(C(C(=O)Nc2ccc(F)cc2)N(C(=O)Cn2nnc3ccccc32)C2CC2)cc1 (centres undefined)
  -8% | 8% | -12% | -3% | -3% | -7% | -65%[inhibitor]
COc1ccc(-c2ccc3c(n2)CCCN3C[C@H](O)CN2CCCc3nc(-c4ccc(Br)cc4)ccc32)cc1
  4%&6%[13.1 µM] | nt | nt | nt | nt | 0%&-5%[17.4 µM] | -3%&-76%[10 µM]
CC1CC(OCC(O)C[N+]2(C)CCOCC2)CC(C)(C)C1 (centres undefined)
  -2% | -1% | 5% | nt | -9% | 4% | -20%
CC(C)CC1(C)NC(=O)N(CC(=O)Nc2ccc3c(c2)CCC3)C1=O (centres undefined)
  -10% | 16% | 17% | nt | 2% | -5% | -27%
Cc1ncc([N+](=O)[O-])n1CC(=O)N/N=C/c1ccc(F)cc1
  5% | -3% | -1% | 8%[46 µM] | 1% | 2% | -25%
O=C(COc1ncnc2ccccc12)NCCC1=CCCCC1
  2% | -16%[9.22 µM] | -7% | 16% | 1% | -2% | -12%[10 µM]
CC(=O)NCCn1c(SCC(=O)NCC2CCCO2)nc2ccccc2c1=O (centres undefined)
  4% | -11% | 5% | -3% | 5% | -7% | -2%[1.9 µM]
Cc1ccc2nc(-c3ccc(NS(=O)(=O)c4c(C)n(C)c(=O)n(C)c4=O)cc3)sc2c1
  -2% | 18%[9.22 µM] | 4% | nt | nt | 4% | 13%[10 µM]
O=C(O)CCCCNCc1ccccc1
  2% | 9% | -3% | 11% | -4% | -3% | 3%
Cc1sc2ncnc(N(C)Cc3cccs3)c2c1C
  7% | ? | 2% | ? | -9% | -8% | -4%
COc1cc(C(F)(F)F)nc2c(Br)c(C(C)(C)C)nn12
  9% | 12%[9.22 µM] | -2% | ? | -10% | -2% | -2%[10 µM]
Clc1cccc(Nc2nc(-c3ccncc3)cs2)c1
  2% | 3%[9.22 µM] | -6% | 9%[46 µM] | ? | 10% | 7%[10 µM]
O=C(Nc1ccc(S(=O)(=O)N2CCOCC2)cc1)c1ccc(=O)[nH]c1
  -2% | 14%[9.22 µM] | -4% | nt | 1%[15.4 µM] | -5% | 14%[10 µM]
Cc1ccc(Cl)cc1NC(=O)c1cccc(OC(F)F)c1
  11% | -12% | 6% | 9% | ? | 2% | -12%
Cc1cccc(-c2c3c(=O)n(C)c(=O)n(C)c3cn2CC2CCCO2)c1 (centres undefined)
  5% | 0% | -6% | 6% | -1% | 1% | -22%
Cc1ccc(S(=O)(=O)N2C(=S)SCC2(C)C)cc1
  -1% | 0% | 5% | 20% | -1% | 3% | 10%
Cc1ccc(N(CC(=O)N2CCCCC2)S(=O)(=O)c2ccc(C)cc2)cc1
  -2% | nt | 14% | nt | 6% | 1% | nt
O=C(Nc1cccc(CCc2ccccn2)c1)c1ccc(Cl)cc1
  1% | -22%[9.22 µM] | -8% | nt | ? | 3% | -110%[inhibitor]
COc1ccc(-c2csc3nc(C)nc(N4CCC(C)CC4)c23)cc1OC
  0% | 7% | -2% | -13%[46 µM] | 1% | -2% | -11%
CCSc1nc2ccccc2n1CCC(=O)O
  2% | -8% | 5% | -7% | 2% | -14% | -1%[10 µM]
CC(C)Nc1nnc(SCC(=O)Nc2ccc3c(c2)C(=O)c2ccccc2C3=O)s1
  -24% | ? | 2% | ? | -4% | -1% | nt
Cc1cc(CNC(=O)Cc2c(F)cccc2Cl)nn1C
  -1% | 17% | 3% | 10% | -3% | 1% | -12%[0.074 µM]
CCC(C(=O)NC(C)(C)C)N(C(=O)Cn1nnc(-c2cccs2)n1)c1cnc2ccccc2c1 (centres undefined)
  0% | -7% | 10% | 8% | -3% | -2% | -20%
COc1ccc(C/C(N)=N/OC(=O)Cc2ccc(OC)c(OC)c2)cc1
  -1% | -14% | 11% | 9% | 11% | 2% | -12%
CCC(Sc1nc2ccc(C)cc2[nH]1)C(=O)O (centres undefined)
  2% | 12% | 2% | 7% | -9% | -1% | 4%[10 µM]
c1cncc(CNc2cc(-c3ccc4c(c3)OCO4)ncn2)c1
  nt | nt | nt | 10% | nt | 15% | -16%
CCn1cc(SCC(N)=O)c2ccccc21
  13% | -11% | 5% | -4% | -7% | -4% | 7%[10 µM]
O=C(CSc1ncccn1)NCCc1ccccc1
  0% | -17%[9.22 µM] | -13% | -3% | -2% | -6% | -5%[10 µM]
Cc1ccc(Cl)cc1Nc1nc(-c2sc(NC(=O)C(C)(C)C)nc2C)cs1
  ? | -29% | -7% | ? | -5% | -5% | -36%
CCC(C)(C(=O)NC1CCCCC1)N(C(=O)CNC(=O)c1ccccc1)c1c(C)n(C)n(-c2ccccc2)c1=O (centres undefined)
  3% | -8% | 0% | nt | 3% | -5% | -47%[inhibitor]
